Phagocytosis inh: inhibitors of macrophage phagocytosis, primary screen, imaging, J774A.1 cells, IgG beads | AID 1029, 2008 | J774A.1 macrophage IgG-bead phagocytosis | hit rate 0.07% among 110,000 | inhibition, % at 5 µM;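 active = inhibition above the mean of the plate negative controls plus 5 SD, cut at about 13% in these data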;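 also: phagocytic index as fraction of beads internalized from green versus red external bead signal; plate controls were DMSO negative control for no effect and cytochalasin-D positive control for full effect; some results beyond the cut were filed as inactive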
Yeast lifespan up: compounds extending yeast replicative lifespan, primary screen, S. cerevisiae, OD615; S. cerevisiae growth with nicotinamide; deaD strain in restrictive glucose medium; inhibition of the nicotinamide effect, % at 10 µM; hit rate 0.68% among 130,000; AID 775, 2007;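 active = inhibition above a set limit, placed 3 SD over the median of all compounds, cut at about 26% in these data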;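 also: 0% = nicotinamide-treated wells and 100% = cells grown without nicotinamide; some compounds called inactive have numbers as strong as hits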
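Material: Modified budding yeast, DeaD strain | Medium: Restrictive glucose medium | Probe or stimulus: 1.5 mM nicotinamide | Dosing: Single dose 10 µM compound, 0.25% DMSO | Times: 48 h at 30 °C | Technique: OD615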
GALR2 blocker: GALR2 antagonists in receptor-expressing cells, primary screen; inhibition, % at 4 µM; hit rate 0.39% among 140,000; antagonist mode; in the data active = inhibition above about 27%;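 also: cells stimulated with galanin 1-16 at roughly its EC80; 0% = agonist challenge control and 100% = basal control without agonist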
Target sequence (O43603 whole entry, looked up): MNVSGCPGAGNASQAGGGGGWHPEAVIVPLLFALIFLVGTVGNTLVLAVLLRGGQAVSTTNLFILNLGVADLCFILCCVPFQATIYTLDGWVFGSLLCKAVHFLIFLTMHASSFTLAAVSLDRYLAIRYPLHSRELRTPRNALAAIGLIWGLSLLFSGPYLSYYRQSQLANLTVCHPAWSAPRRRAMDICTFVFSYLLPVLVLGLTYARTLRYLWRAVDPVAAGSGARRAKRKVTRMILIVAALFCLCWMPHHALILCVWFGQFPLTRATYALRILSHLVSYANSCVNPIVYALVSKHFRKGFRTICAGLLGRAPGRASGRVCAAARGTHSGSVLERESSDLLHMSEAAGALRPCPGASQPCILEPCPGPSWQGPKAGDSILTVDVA
NPY Y2 blocker: NPY-Y2 receptor antagonists, primary screen, cell-based | Neuropeptide Y receptor type 2 (Homo sapiens), P49146 | NPY-Y2 expressing cells, antagonist mode | inhibition, % at 2.7 µM | hit rate 0.99% among 140,000 | AID 793, 2007; in the data active = inhibition above about 17%;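 also: 0% = vehicle with agonist challenge and 100% = reference antagonist with challenge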
Target sequence (P49146 whole entry, looked up): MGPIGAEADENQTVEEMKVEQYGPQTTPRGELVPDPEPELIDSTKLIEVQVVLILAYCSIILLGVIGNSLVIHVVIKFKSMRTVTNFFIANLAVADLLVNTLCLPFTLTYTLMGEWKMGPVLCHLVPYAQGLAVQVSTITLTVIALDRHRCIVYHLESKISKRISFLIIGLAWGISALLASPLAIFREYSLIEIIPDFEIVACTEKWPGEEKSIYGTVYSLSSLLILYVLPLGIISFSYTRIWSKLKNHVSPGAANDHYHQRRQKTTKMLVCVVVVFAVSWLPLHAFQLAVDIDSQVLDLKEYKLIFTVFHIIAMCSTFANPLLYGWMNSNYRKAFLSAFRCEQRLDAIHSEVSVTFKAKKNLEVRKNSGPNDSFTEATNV
PTEN del growth: growth suppression of PTEN-null HCT116, primary screen, cell-based, CellTiter-Glo | AID 827, 2007 | viability, % at 10 µM | HCT116 PTEN-null viability, 60 h; stronger effect = lower value | hit rate 1.2% among 140,000;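 active = viability at or below a set limit, 4 SD under the median of all tested compounds, cut at about 3.7% in these data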;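 also: PTEN knockout HCT116 line with beta catenin targeted HCT116 as companion control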
HCT116 bCat-KO: primary screen for growth suppressors in beta-catenin knockout HCT116 cells (colon tumor, human); HCT116 beta-catenin knockout viability, CellTiter-Glo, 60 h; stronger effect = lower value; viability, % at 10 µM; hit rate 1.5% among 140,000; AID 818, 2007;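 active = viability at or under a set limit, the compound median less 4 SD, cut at about 6% in these data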;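 also: 0% = Hyamine 1622 control at 20 µM and 100% = untreated cell control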
E-sel TNF inh: E-selectin induction blockers in HUVEC – imaging, immunofluorescence, high content, primary screen; HUVEC TNFa-induced E-selectin immunofluorescence; inhibition, % at 2 µM; hit rate 0.71% among 120,000;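 active = inhibition above the batch mean plus 3 SD, and confirmed as a hit on visual image review, cut at about 43% in these data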;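 also: 0% = TNF-stimulated DMSO wells and 100% = unstimulated control wells; not every result past the cut was called active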
Yeast growth inh: growth inhibitors of yeast BB579 in restrictive medium, primary screen, yeast lifespan-shortening project, S. cerevisiae. OD615, 48 h. inhibition, % at 10 µM. hit rate 0.51% among 140,000;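 active = inhibition above a set limit, 3 SD over the mean compound inhibition, cut at about 44% in these data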; also: inactives centre near -24
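Assay system – yeast BB579 (DeaD) · Dosing – single compound dose of 10 µM, 0.25% DMSO final · Detection – OD615 turbidity measurement · Buffer or medium – CSMM-D restrictive synthetic medium containing dextrose (glucose) · Benchmarks – positive control amphotericin B 10 µg/mL · Incubation – 48 h exposure, 30 °C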
MRP-1 activ: H69AR viability gain despite doxorubicin, primary screen, MRP-1 activator project, H69AR cells, CellTiter-Glo. viability rescue. viability increase, % at 10 µM. hit rate 0.61% among 140,000. AID 799, 2007;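 active = viability gain under doxorubicin at or above a set limit, the compound median plus 3 SD, cut at about 4.7% in these data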;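 also: MRP-1 overexpressing cells given doxorubicin 25 µM after compound pretreatment; 18-22 h compound pretreatment then 72 h with doxorubicin before readout; 0% = doxorubicin-only wells and 100% = vehicle-treated cells without doxorubicin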
Measles CPE: compounds protecting cells from measles virus cytopathic effect, primary screen, measles RdRp inhibitor project, single point, MLSMR library, absorbance. hit rate 1.5% among 140,000. AID 841, 2007. protection (pct of control), % at 4 µM. Measles virus-infected cells, CPE protection; in the data active = protection mostly above about 24%, no sharp cut-off; inactive = mostly below about 26%; also: some compounds called inactive have numbers as strong as hits
Active calls of the source: *; nt = not tested or not shown.

Molecule	Phagocytosis inh	Yeast lifespan up	GALR2 blocker	NPY Y2 blocker	PTEN del growth	HCT116 bCat-KO	E-sel TNF inh	Yeast growth inh	MRP-1 activ	Measles CPE
CCOC(=O)c1cn[nH]c1N	1.4	-1.8	2.7	-2.0	95.8	89.4	nt	-33.2	-1.6	9.9
COC(=O)c1ccccc1NC(=O)c1cc([N+](=O)[O-])nn1Cc1ccccc1	-12.4	-1.1	2.6	-0.5	92.8	99.6	nt	-42.2	-1.5	3.9
CC(=O)NC1C(=O)N=C(SCC(=O)NC2CCCCC2)NC1=O (centres undefined)	1.4	-2.6	5.3	2.3	92.3	89.1	nt	48.5*	-1.6	4.2
CCOc1ccc2nc(NC(=O)c3cnc(C)cn3)sc2c1	-0.8	-11.4	3.6	3.6	31.4	26.6	-10.0	-45.3	0.5	7.9
CCN1CCc2c(C#N)c(N3CCCCC3)nc(N3CCOCC3)c2C1	-1.0	-16.3	-6.7	5.0	70.2	92.3	-50.8	-20.3	-3.6	6.1
C=CCc1cccc(OC)c1OCCOCCn1ccnc1	-0.3	2.3	-8.6	1.0	93.5	100.6	nt	4.8	-0.6	13.1
CCN(CC)c1ccc(/C=c2/sc3nnc(-c4ccccc4C)n3c2=O)cc1	1.3	-2.3	-22.8	-0.1	102.0	99.7	13.9	-23.8	0.2	12.2
CCc1c(C)sc(NC(=O)c2cccs2)c1C(N)=O	0.5	-11.5	-4.4	0.7	89.6	85.2	-8.6	-18.8	-2.3	5.0
Cc1cccc(N2C(=O)SC(N(C)c3ccccc3)C2=O)c1 (centres undefined)	-1.6	-6.1	13.2	-1.3	100.4	95.0	0.0	-41.0	-3.0	1.9
O=C(Nc1ccccc1)Nc1ccc2snnc2c1	nt	nt	-3.9	2.9	65.7	52.1	-8.1	-16.4	-3.0	4.4
CCC(Sc1nc2cc(OC)c(OC)cc2c(=O)n1Cc1ccco1)C(=O)NCCOC (centres undefined)	-2.3	6.2	2.6	-0.6	92.3	93.9	14.1	-23.3	-2.8	29.4
CCOC(=O)C1CCCN(Cc2ccc(OC)cc2OC)C1 (centres undefined)	-0.2	1.9	-5.2	-2.4	86.7	84.3	nt	-27.2	30.0*	6.5
Cc1c(/C=C/C(=O)c2ccccc2O)cnn1C	-1.8	-5.5	5.3	2.3	94.8	90.0	nt	-19.1	2.8	14.2
COc1ccc(C2CC(=O)N3CN(Cc4ccco4)CSC3=C2C#N)cc1 (centres undefined)	-0.6	-1.9	-12.1	1.8	87.5	98.5	2.9	-25.1	-1.4	4.0
Cc1cccc(CSc2ncccc2C(=O)O)c1	4.1	12.7	-14.4	8.7	92.8	85.2	-5.6	-1.5	-2.1	2.5

Molecule	Phagocytosis inh	Yeast lifespan up	GALR2 blocker	NPY Y2 blocker	PTEN del growth	HCT116 bCat-KO	E-sel TNF inh	Yeast growth inh	MRP-1 activ	Measles CPE
CCSc1nc(-c2ccccc2)c(C#N)c(=O)[nH]1	1.4	-2.1	8.8	2.4	101.2	104.4	-2.8	-4.3	-0.1	2.5
COc1ccc(S(=O)(=O)NCC(=O)O)cc1C(=O)NC1CCCCC1	2.9	-3.3	7.9	2.1	109.1	96.6	nt	2.1	-1.7	7.0
C=CCSc1nc2c(c(=O)[nH]c(=O)n2C)n1C(C)C	0.8	-12.8	1.4	-0.6	104.0	103.5	-9.7	-53.3	-0.8	17.3
CCOC(=O)N1CCN(c2c(NCc3ccccn3)c(=O)c2=O)CC1	-0.1	-2.0	-0.4	5.0	82.0	88.8	0.0	-3.3	0.5	3.7
Cn1c(=O)c2c(ncn2CC(=O)N2CCCc3ccccc32)n(C)c1=O	0.3	-0.6	-4.9	3.6	97.8	86.3	nt	-16.9	-3.8	6.5
CCOC(=O)c1ccc(NC(=O)CCNc2c(N3CCCC3)c(=O)c2=O)cc1	1.3	-2.7	-16.9	7.1	102.2	90.7	3.2	-22.3	-2.4	26.1
c1ccc(-n2nnnc2SCc2cn3cccnc3n2)cc1	0.2	-14.3	10.2	-0.4	100.2	99.5	-32.4	-44.0	-2.2	8.8
COc1ccccc1C1N(c2cc(Cl)ccc2OC)C(=O)C2CCCN21 (centres undefined)	-0.4	0.2	14.8	0.8	95.9	91.3	nt	-15.3	-2.8	10.5
COc1cc(OC)cc(-c2nc(-c3ccccc3OC)no2)c1	nt	nt	2.1	0.0	88.8	93.6	-2.0	-35.2	-1.4	3.4
COc1ccc(-n2ccnc2SCC(=O)NCc2ccc3c(c2)OCO3)cc1	0.2	-3.1	-2.4	3.5	97.5	90.5	-5.0	-15.5	-2.7	1.1
Cc1nc2scc(-c3cccs3)c2c(=O)[nH]1	nt	-13.4	-11.3	1.2	95.4	94.7	17.5	-84.1	-1.2	5.6
O=C(Nc1ccccc1C(=O)N1CCCCC1)c1cccc(S(=O)(=O)N2CCOCC2)c1	-3.5	-5.4	-10.4	-1.3	107.0	101.6	-8.5	-22.6	-1.2	6.1
COn1c(=S)[nH]c2ccccc2c1=O	-4.3	-7.0	4.4	4.6	95.8	92.3	nt	-9.1	-1.1	4.5
Cc1nc2cc(NS(=O)(=O)c3c(C)c(C)cc(C)c3C)ccc2s1	nt	nt	-1.9	-0.7	52.3	36.7	-12.8	-35.3	-4.5	5.8
O=C(C[n+]1ccc(-c2nnc3n2CCC3)cc1)c1ccc(Cl)cc1	-5.8	-2.2	1.4	1.3	105.1	96.5	nt	9.0	3.2	26.6

Molecule	Phagocytosis inh	Yeast lifespan up	GALR2 blocker	NPY Y2 blocker	PTEN del growth	HCT116 bCat-KO	E-sel TNF inh	Yeast growth inh	MRP-1 activ	Measles CPE
CCN1C(=O)/C(=C/N(C)c2ccccc2)OC1=S	0.1	-8.2	-19.5	0.9	87.2	86.1	-20.2	17.9	-1.2	19.8
CCOC(=O)N/C(N)=N/c1nc2ccccc2s1	0.1	-3.9	-5.1	1.9	74.8	81.1	-6.5	-42.1	-0.5	1.9
CC(NC(=O)Nc1ccc(Cl)c(Cl)c1)C(c1ccccc1)N1CCOCC1 (centres undefined)	-4.9	-10.1	-17.7	0.2	15.2	24.4	nt	-11.6	2.7	0.8
Cn1cnnc1SCCNS(=O)(=O)c1ccccc1	-0.5	-3.6	-23.7	2.6	104.9	99.7	19.2	-78.7	-0.7	10.3
Cc1ccc(C(=O)N/C(=C/C=C/c2ccccc2)C(=O)NCc2ccco2)cc1	nt	-21.1	-5.3	1.4	31.3	41.3	0.0	-15.8	-2.2	6.2
Cc1cc(C)c2cc(CN(Cc3nnnn3C3CCCCC3)CC3CCCO3)c(=O)[nH]c2c1 (centres undefined)	0.4	26.5	-5.7	-0.5	78.0	76.4	nt	-6.2	-1.2	6.0
COc1ccc(S(=O)(=O)Nc2ccccc2)cc1OC	nt	-16.8	0.8	-0.2	90.1	92.9	1.8	-16.7	0.4	13.7
Cc1cc(C(=O)NCc2ccccc2)no1	nt	-20.7	-11.6	-0.5	94.3	82.8	-17.7	-32.5	-2.0	3.6
CN1CCN(/C=C2\SC(=S)NC2=O)CC1	-1.2	-8.1	-7.7	1.6	97.0	81.5	nt	-30.6	-2.6	2.2
COc1ccc(-c2csc(N(Cc3ccccc3)C(=O)COc3ccc(Cl)cc3)n2)cc1	-1.1	-4.2	-8.9	0.3	99.1	99.8	33.6	-38.0	-0.4	nt
Cc1cccc(NC(=O)Nc2cccc(C#N)c2)n1	-0.5	-7.4	18.1	4.5	26.9	40.7	11.4	-17.8	-4.0	18.6
Cc1ccccc1NC(=O)C(c1ccccc1)C1CCCC1 (centres undefined)	-5.8	0.9	-0.6	23.3*	66.6	71.7	-6.3	-9.5	-2.4	6.2
CC(C)CC(NC(=O)C1CCCN1C(=O)OC(C)(C)C)C(=O)NCC(N)=O (centres undefined)	0.0	-3.3	5.5	0.5	100.6	98.0	11.5	-25.0	0.3	26.7
Cn1nc(C(F)(F)F)c2cc(C(=O)Nc3ccc(Cl)cc3)sc21	nt	-14.9	2.1	-0.3	65.2	56.9	-11.4	-21.3	0.5	4.3
O=C(CCCN1C(=O)/C(=C/c2cccs2)SC1=S)NNC(=O)c1ccc(F)cc1	-13.2	2.9	-1.3	6.2	98.3	99.2	-12.8	20.4	-3.4	6.5

Molecule	Phagocytosis inh	Yeast lifespan up	GALR2 blocker	NPY Y2 blocker	PTEN del growth	HCT116 bCat-KO	E-sel TNF inh	Yeast growth inh	MRP-1 activ	Measles CPE
Cc1ccc(CNC(=O)c2ccc(CNc3c(N4CCCC4)c(=O)c3=O)cc2)cc1	-0.2	-9.9	-8.9	2.5	94.3	87.2	8.8	-5.2	-1.6	3.0
Cc1ccccc1CS(=O)(=O)CCC(=O)NCCCN1CCOCC1	nt	-6.1	-3.3	-1.8	98.3	103.3	nt	-26.8	-0.9	2.2
Cc1ccc(/C=C2/C(=O)N(c3ccccc3)C(=S)N2C)o1	nt	-2.1	6.1	-1.7	68.4	76.6	5.5	-14.9	-3.3	1.5
CC(/C=C1\N=C(SCc2ccccc2)SC1=O)=C\c1ccccc1	-4.0	0.6	-5.7	3.4	92.9	91.5	nt	-16.6	-1.4	3.7
COCCN1C(=O)N[C@H](c2cccc(C(F)(F)F)c2)C(C(=O)OC)=C1C	nt	4.9	9.2	0.8	73.9	74.5	nt	-17.5	-2.4	4.7
CSc1nc2ccc3nc(NC(=O)C4COc5ccccc5O4)sc3c2s1 (centres undefined)	-0.2	-5.8	4.8	0.7	94.9	94.6	nt	-11.9	0.3	6.8
Cc1ccc(-c2cc(N)on2)cc1	-6.6	-5.1	-3.2	0.1	89.4	93.8	nt	-1.8	-2.4	16.5
O=C(CN1CCOCC1)Nc1ccc(Br)cn1	-2.7	-7.5	2.9	0.2	102.8	106.6	-16.7	-32.6	-0.3	0.7
OC(COCc1ccco1)CN1CCN(C(c2ccccc2)c2ccccc2)CC1 (centres undefined)	0.2	4.5	-9.7	4.5	100.1	93.3	nt	-32.0	-1.3	1.4
O=C(NCc1cccs1)c1noc2c1CCCCC2	-3.0	-3.4	16.0	2.1	22.3	27.8	-67.2	-16.0	-3.5	17.2
COc1cccc(C2Nc3ccccc3C(=O)N2O)c1O (centres undefined)	nt	16.9	-2.6	3.7	84.2	78.9	nt	-32.2	-0.3	11.7
CCOC(=O)Cc1csc(NC(=O)CN(C)S(=O)(=O)c2cccc3cccnc23)n1	-0.1	-13.0	nt	nt	82.3	93.2	nt	17.0	-4.0	16.3
O=C(CCc1ccc(S(=O)(=O)N2CCOCC2)cc1)Nc1ccc(N2CCOCC2)cc1	0.6	-0.5	-14.4	1.8	85.5	81.4	-2.9	-33.4	-1.7	5.9
O=c1c2ccccc2n(Cc2cccc(F)c2)c(=O)n1C1CCCC1	-1.8	7.1	-1.3	1.9	83.8	76.2	-8.9	-44.7	-1.2	15.2
Cc1ccc2nsnc2c1S(=O)(=O)NCc1ccncc1	nt	-3.5	3.0	1.1	87.9	91.4	-8.4	-3.5	-1.6	5.6
